# Assay outcomes from PubChem BioAssay.
# TAAR1 ag: human TAAR1 agonism | Q96RJ0 | CHO RD-HGA16 TAAR1, Fluo-8 calcium fluorescence; vehicle wells 0%, saturating PEA agonist 100% | 0.99% of 360,000 active | activation, % at 3 µM | AID 624467;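 active = activation above the mean activation of all test compounds in the run plus 3 SD, cut at about 38% in these data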
# Target sequence (Q96RJ0 whole entry, looked up): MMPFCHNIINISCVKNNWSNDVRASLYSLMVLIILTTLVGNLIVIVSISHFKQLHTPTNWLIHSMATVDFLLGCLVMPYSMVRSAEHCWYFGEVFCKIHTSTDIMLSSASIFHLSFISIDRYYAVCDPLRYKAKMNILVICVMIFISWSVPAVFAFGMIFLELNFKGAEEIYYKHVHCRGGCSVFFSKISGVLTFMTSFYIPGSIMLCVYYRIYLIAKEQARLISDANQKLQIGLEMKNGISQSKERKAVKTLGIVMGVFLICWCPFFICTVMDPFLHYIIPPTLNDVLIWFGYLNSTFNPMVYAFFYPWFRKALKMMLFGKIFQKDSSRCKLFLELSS
#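 test system = CHO RD-HGA16 cells carrying human TAAR1 plus Gα16 | schedule = 17-24 h seeding, 75 min 37 °C dye, 30 min RT | compound dosing = 3 µM single concentration | control set = DMSO and PEA EC100 | replicates = n 1 | signal = Fluo-8 fluorescence, 5 s baseline then 140 s kinetic read | measure = percent activation vs PEA EC100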
# CHRM1 antagonist: human CHRM1 antagonism | P11229 | CHO-K1 hM1, Fluo-8 calcium fluorescence, ACh EC80 antagonist | inhibition, % at 3 µM | 1.3% of 360,000 active;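 active = percent inhibition above its own plate's cutoff, namely the mean of that plate's compound wells plus 3 SD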;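 also: peak over basal fluorescence ratio during 140 s after agonist addition; 0% = ACh EC80 plus DMSO and 100% = DMSO alone without agonist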
# Target sequence (P11229 whole entry, looked up): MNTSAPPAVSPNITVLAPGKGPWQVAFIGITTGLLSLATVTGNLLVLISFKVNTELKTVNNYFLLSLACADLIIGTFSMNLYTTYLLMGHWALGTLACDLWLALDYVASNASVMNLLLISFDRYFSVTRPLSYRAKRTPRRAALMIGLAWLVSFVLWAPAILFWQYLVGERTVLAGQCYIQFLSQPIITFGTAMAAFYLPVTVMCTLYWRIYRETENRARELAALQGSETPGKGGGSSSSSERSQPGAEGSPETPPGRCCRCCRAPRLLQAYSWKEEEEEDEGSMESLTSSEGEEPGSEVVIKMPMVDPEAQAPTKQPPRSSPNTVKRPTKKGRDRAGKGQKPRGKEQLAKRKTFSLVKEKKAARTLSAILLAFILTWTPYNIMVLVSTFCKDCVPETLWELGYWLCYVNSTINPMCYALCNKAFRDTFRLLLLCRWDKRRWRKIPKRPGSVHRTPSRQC
# CHO parental Ca: counter-screen for OX1R antagonists: effect in parental CHO cells. 0.63% of 330,000 active. parental CHO-K1, ATP-induced calcium, Fluo-8 fluorescence. inhibition, % at 5.6 µM;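 active = inhibition above that plate's mean sample inhibition plus 3 SD, cut at about 26% in these data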;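 also: 0% = ATP-challenged DMSO wells and 100% = DMSO wells without ATP; some compounds past the cut are filed as inactive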
#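 Measured by: calcium-sensitive Fluo-8 fluorescence / Test system: CHO parental line / Controls: ATP-challenged DMSO wells low, unchallenged DMSO wells high / Measure: % inhibition / Compound: single nominal dose of 5.6 µM per compound / Replicates: single well per compound, no replicates / Reagent: ATP as calcium-mobilizing challenge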
# M1 ag: agonists of human M1 muscarinic receptor. CHO-K1 hM1, Fluo-8 calcium fluorescence, agonist mode; 0% DMSO, 100% acetylcholine EC100. activation, % at 3 µM. 0.33% of 360,000 active;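 active = activation above the run's mean compound activation plus 3 SD, cut at about 16% in these data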;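 also: peak over basal fluorescence ratio within a 140 s kinetic read after compound addition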
# OXTR potentiate: human OXTR potentiation. AID 2445. 0.061% of 320,000 active. activation, % at 3 µM. P30559. CHO-OTR cells, Fluo-8 calcium fluorescence, potentiator mode; 0% = oxytocin EC15, 100% = EC100;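 active = activation above that plate's cutoff, the mean activation of tested compounds plus 3 SD, cut at about 6.6% in these data, passing the limit was not always enough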;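 also: 100% uses oxytocin at 75 nM as the full agonist control; some results filed as inactive read as strong as hits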
#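 Assay system: CHO cell line stably expressing human OTR | Also added: Oxytocin at about EC15, sub-maximal agonist stimulus | Times: Compound 6 min at room temperature before oxytocin, 100 s read | Measured by: Fluo-8 intracellular calcium fluorescence, ex 470-495, em 515-575 nm | Controls: EC15 oxytocin alone as 0%, 75 nM oxytocin as 100%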
# CHO-K1 Ca ag: nonselective activator or artifact in parental CHO-K1 cells; AID 602248; Fluo-8 calcium fluorescence; scaled to maximal ATP response, vehicle zero; 0.48% of 360,000 active; activation, % at 3 µM; in the data active = activation above about 15%;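 also: untransfected CHO-K1 host cells lacking M1 receptor as counterscreen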
# CHO-K1 Ca PAM: counter-screen for M1 PAMs: effect in parental CHO-K1 cells. ATP EC20, Fluo-8 calcium fluorescence; 0% at ATP EC20, 100% at ATP max. activation, % at 3 µM. 0.02% of 360,000 active. AID 602247;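 active = activation above the run cutoff, the mean activation of all test compounds plus 3 SD, cut at about 40% in these data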;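 also: peak over basal fluorescence ratio in a 140 s read after ATP addition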
# TAAR1 antag: antagonists of human TAAR1; CHO RD-HGA16 TAAR1, Fluo-8 calcium fluorescence, antagonist; inhibition, % at 3 µM; AID 624466; Q96RJ0; 1.5% of 360,000 active;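 active = inhibition above a per-plate cutoff, the mean inhibition of test compounds on that plate plus 3 SD, cut at about 49% in these data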;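 also: 0% = DMSO plus EC80 beta-PEA response and 100% = DMSO alone without agonist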
#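 System: CHO RD-HGA16 cells bearing hTAAR1. Reagent: EC80 β-phenethylamine stimulus. Schedule: seeding 17-24 h prior, 75-min 37 °C, 30-min RT dye loading. Signal: Fluo-8 intracellular calcium dye fluorescence, real-time kinetic reads. Read-out: % inhibition from peak post-agonist over basal fluorescence ratio. Benchmarks: vehicle wells and EC80 agonist wells. Replicates: n of 1.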
# CHO-K1 Ca antag: M1 antagonist counterscreen hit in parental CHO-K1 cells. ATP-induced calcium, Fluo-8 fluorescence. inhibition, % at 3 µM. 0.6% of 360,000 active;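 active = inhibition above a per-plate cutoff, the plate's mean sample inhibition plus 3 SD, cut at about 24% in these data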;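 also: 0% = DMSO plus EC80 ATP and 100% = DMSO alone without ATP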
# The depositor's hits bear a star; · = no result given.
Structure	TAAR1 ag	CHRM1 antagonist	CHO parental Ca	M1 ag	OXTR potentiate	CHO-K1 Ca ag	CHO-K1 Ca PAM	TAAR1 antag	CHO-K1 Ca antag
CC(O)(CS(=O)(=O)Cc1ccc(Cl)cc1)C(=O)Nc1cccc(C(F)(F)F)c1 (stereo not drawn)	·	-4.9	-6.6	-2.5	-9.2	2.8	16.5	·	-9.4
CCSc1nnc(NC(=O)CSc2nccn2-c2cccc(C)c2C)s1	9.1	·	-1.5	·	-16.1	·	·	-9.5	·
CCCCN(C=O)c1c(CC)nc2ccc(C(=O)N(C)Cc3ccco3)cn12	1.8	-22.9	·	-3.2	·	1.1	22.4	-6.1	-22.6
CC(C)N1C(=O)c2ccccc2N(Cc2ccccc2)S1(=O)=O	3.4	-9.9	-22.4	-3.1	-7.8	-0.5	-22.6	-6.2	0.1
COc1ccc(CCn2ccc(O)c(Cc3ccc(Cl)cc3)c2=O)cc1OC	1.1	-1.8	-24.6	-3.4	-3.2	3.9	21.4	19.9	-16.7
COc1ccc(NC(=O)CN(C)C(=O)c2cccc(S(=O)(=O)Nc3ccc(OC)cc3)c2)cc1	1.6	-12.0	-26.1	-0.1	-1.0	0.0	12.0	-6.2	-15.4
O=C(COC(=O)c1ccccc1C(=O)N1CCN(c2ccccc2)CC1)Nc1ccccc1	5.3	-5.7	-12.4	-2.5	-8.6	6.6	0.7	15.5	-16.8
C=CCOc1ccc(CNn2c(C)n[nH]c2=S)cc1OC	0.7	-1.3	2.0	-2.7	-2.1	0.6	10.8	15.4	-9.8
CCc1nc2ccc(C(=O)Nc3ccc(NC(C)=O)cc3)cc2nc1CC	4.5	2.9	-8.0	-6.4	-6.6	2.2	20.2	13.4	-7.3
COc1ccc(NS(=O)(=O)c2cccc(C(=O)N/N=C/c3ccccc3OC)c2)cc1	3.5	-11.8	·	-1.0	·	3.9	5.3	19.2	-11.5
CCN(CC)c1ccc(C(=O)NNC(=O)CN2C(=O)NC3(CCCCC3)C2=O)cc1	1.0	-0.1	-2.4	-2.2	-9.1	0.1	-19.1	-27.5	19.2
CC1(C)CC(=O)C2=C(C1)c1c(ccc3ccccc13)NC2c1ccco1 (stereo not drawn)	5.5	-7.2	-17.0	-6.3	-2.9	3.6	22.0	0.9	-12.2
O=S(=O)(Nc1ccc(F)cc1)c1ccc(NS(=O)(=O)c2cccs2)cc1	4.7	-11.0	2.7	7.8	-4.9	0.6	2.9	8.5	-19.6
CCCCN(C)CCN1C(=O)C2C(C(=O)Nc3ccc(Cl)cc3)C3C=CC2(O3)C1C(=O)NC1CCCCC1 (stereo not drawn)	-1.4	-6.9	-24.0	-6.7	-7.9	2.4	-0.9	-8.3	-2.8
CSc1nc(O)c(Nc2cccc(Cl)c2)c(=O)[nH]1	8.6	-4.2	2.1	0.2	-1.0	-0.3	4.0	-12.8	-11.4
Cn1c(SCC(=O)NC2CC2)nnc1C1CC1	1.2	-10.3	5.0	-1.9	-6.1	3.1	25.8	-13.0	-12.3
O=C(O)/C=C/c1ccc2ccccc2n1	5.4	-15.7	-1.8	1.0	-1.4	0.3	16.2	15.7	-29.8
CCn1c(N2CCN(CC(=O)Nc3cccc(C)c3C)CC2)nc2ccccc21	2.6	-9.1	-14.9	-3.8	3.4	0.8	18.5	-0.6	-12.1
COc1ccc(C(C(=O)NC2CCCCC2)N(C(=O)c2ccco2)c2ccccc2C(C)=O)cc1OC (stereo not drawn)	0.3	-26.0	-17.8	-2.0	-5.9	0.0	-6.5	2.4	-10.2
CC(C)c1ccc(CCNC(=O)CCNC(=O)c2ccc(Br)cc2)cc1	-1.1	0.5	-15.8	-0.7	-4.0	0.3	-1.2	-13.5	-2.6
O=[N+]([O-])c1ccc(N=Nc2ccc(O)c3ccccc23)cc1	·	-0.3	·	4.7	·	0.1	0.1	·	-4.8
C/C=C/Cn1cccc(C(=O)Nc2ccc(OC)cc2)c1=O	2.6	-0.8	-11.4	-2.5	-0.8	-0.4	1.1	6.7	-1.9
Nc1ncnc2c(C3OC(CO)C(O)C3O)c[nH]c12 (stereo not drawn)	1.3	-9.3	·	-3.4	·	2.0	11.5	-11.6	-6.1
COc1ccc(N(CC(=O)NCCc2ccccc2)C(=O)c2csnn2)cc1OC	5.5	7.9	-2.5	-3.2	-8.0	0.5	-9.4	-11.7	-1.0
Cc1cccc(NC(=O)CC(C)(C)C)c1	-0.3	-2.8	0.3	-5.2	1.7	0.2	15.2	-19.8	-18.4
O=C(NCCCN1CCN(c2ccccc2F)CC1)C1CCN(S(=O)(=O)c2cccs2)CC1	0.7	-7.5	-20.8	-6.1	-2.7	1.1	-12.3	10.3	0.0
O=C(c1cccc(Cl)c1)N1CCN(c2ncccn2)CC1	-0.4	-14.2	·	-1.4	·	0.9	19.2	15.0	-6.7
O=C(NCc1ccccc1Cl)C1CCCN(S(=O)(=O)c2cccc3nonc23)C1 (stereo not drawn)	0.3	4.5	-15.8	-6.2	-9.7	2.7	3.9	13.0	-16.2
COc1ccc(CCNC(=O)CSc2nn(-c3ccccc3)c(=S)s2)cc1	3.6	-1.1	-10.5	-0.4	-1.3	1.1	24.4	8.4	-18.9
N#CCCN(C(=O)COc1ccc(F)cc1Br)c1ccccc1F	10.4	2.1	-25.9	-5.0	-20.1	2.2	4.2	-17.6	-9.9
O=C(c1ccc(Cl)cc1[N+](=O)[O-])N1CCOCC1	15.7	2.2	-2.9	-3.6	0.1	-0.1	-9.6	5.2	16.8
CCOC(=O)C1CCN(C2CCN(Cc3nc(-c4ccccc4)no3)CC2)CC1	1.0	-6.4	-6.5	-12.7	-6.9	1.5	-1.7	1.5	4.7
Cc1ccnc(NS(=O)(=O)c2ccc(NC(=O)c3ccc(Br)o3)cc2)n1	4.4	3.0	-6.7	-4.8	-4.8	-0.4	-7.6	5.0	-6.6
COC(=O)C(CC(=O)Nc1cc(C)ccc1C)Nc1ccccc1OC (stereo not drawn)	20.9	-23.6	-27.5	-2.4	-18.7	0.2	16.2	2.8	-11.4
COCC(=O)N/N=C/c1c(C)[nH]n(-c2ccccc2)c1=O	4.0	1.4	-1.9	-4.3	-5.3	-0.5	-15.1	0.2	10.9
COc1ccc(Cl)cc1C(=O)CSc1nnnn1C	12.7	-5.5	-8.3	-3.9	-13.1	0.2	9.9	7.1	-5.1
O=C(COC(=O)c1ccccc1F)Nc1cccnc1Cl	6.6	-2.4	-18.5	-5.3	-1.5	0.3	21.6	-7.8	-8.2
CCC(Oc1ccccc1)C(=O)N1CCN(CC)CC1 (stereo not drawn)	2.1	-1.2	-5.2	-5.5	-6.5	1.9	18.3	0.1	-7.4
CC1(C)NC(=O)N(CC(=O)N2CCCC(C(F)(F)F)C2)C1=O (stereo not drawn)	0.8	-8.6	-1.3	-1.7	-1.6	0.9	13.9	0.5	-4.8
CCc1cc(CNC(=O)CC2C(=O)NCCN2Cc2c(F)cccc2Cl)on1 (stereo not drawn)	1.4	-2.3	-18.8	-11.1	-6.6	0.0	-9.3	18.4	5.4
COc1ccc(-c2nnsc2N2C(=O)c3ccccc3C2=O)cc1	6.8	-9.0	-0.9	-1.5	2.2	0.1	11.3	-3.1	-5.7
O=C(NCc1ccc(F)cc1)c1noc2c1CCCCC2	3.0	6.6	·	-14.3	·	0.0	13.7	-0.3	-18.9
O=C(COc1ccccc1Cl)Nc1ccc(N2CCCC2)cc1	-1.8	-15.1	-1.0	-4.0	-9.7	0.8	-13.1	-16.6	6.1
COC(=O)c1sc(-c2cccs2)cc1NC(=O)/C=C/C(=O)O	1.7	-6.0	-12.4	-2.4	-3.0	-0.3	22.6	-13.7	-12.8
CCOC(=O)CSc1nc(-c2ccncc2)ccc1C#N	0.6	-14.2	-9.4	-7.5	2.2	-0.3	9.5	1.8	-0.6
CCCn1c(CCC(=O)O)ccc1-c1ccc(OC)cc1	3.5	-3.6	-14.7	-8.4	-4.0	0.4	6.7	-23.7	-8.4
CCOc1ccc(NC(=S)NN(C)C(=S)Nc2ccc(OCC)cc2)cc1	13.4	-2.8	-15.7	-9.2	-3.1	-0.5	9.8	-20.7	6.0
Cc1c(S(=O)(=O)N2CCCC(C(=O)O)C2)cnn1C (stereo not drawn)	5.9	5.7	-8.8	-3.9	-6.8	-0.3	9.7	6.3	11.6
COCCCNC(=O)/C(C#N)=c1\s/c(=C\c2ccccc2OC(F)F)c(=O)n1CCCOC	9.2	-6.0	-12.1	-6.5	-2.0	0.1	4.0	9.2	10.0
CC(C)CN(C(=O)COC(=O)Cc1ccc(Cl)cc1)c1c(N)n(Cc2ccccc2)c(=O)[nH]c1=O	1.1	-18.3	-13.6	-3.9	-11.3	1.6	19.3	-23.1	-5.3
O=C(NNc1ccccc1)Nc1ccccc1F	3.8	-13.4	-3.3	-1.1	-8.2	0.3	12.1	-9.1	-11.2
CC(C)CC(=O)Nc1sc2c(c1C#N)CC(C)(C)NC2(C)C	8.4	-38.0	-11.3	-3.9	-1.1	0.7	6.2	-14.5	-6.4
CN(c1ccc(C(=O)N2CCOCC2)cc1)S(=O)(=O)c1ccc(Cl)cc1	1.2	-10.4	-9.6	2.6	-6.6	0.9	-9.2	-5.5	8.0
CCn1c(=NC(=O)CS(=O)(=O)c2ccc(C)cc2)sc2cccc(OC)c21	-0.5	3.2	18.8	-5.7	-1.5	0.6	18.1	20.4	-3.5
COc1ccc(-c2[nH]ncc2CN2CCC(OCc3cccnc3)CC2)c(F)c1	6.2	-6.0	-11.8	-13.2	-7.8	-0.5	-6.3	7.2	9.3
CCC1(C)Cc2ccccc2/C(=C/C(=O)N2CCCCC2)N1 (stereo not drawn)	25.8	2.0	-26.5	-4.8	-6.4	-0.2	15.9	4.5	-12.7
